XiGFP reactiv = reactivates the inactive X chromosome in mouse fibroblasts; XiGFP mouse fibroblasts, % GFP-positive cells imaging, 3 d; cells co-treated with 5-aza-dC sensitizer; scaled so ellipticine positive control = 100%; activation, % at 7.58 µM; actives 0.055% (n = 360,000);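 active = mean normalized replicate activation at least 10% and every replicate at or above 10%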;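 also: 0% = median of on-plate neutral control wells and 100% = ellipticine 6 µM median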
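System: 68-5-11 XiGFP fibroblast line; Timing: 3 days compound exposure; Compound dosing: one concentration, pinned; Benchmarks: positive control ellipticine, 6 µM final; Buffer or medium: DMEM containing 5-aza-dC.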
esBAF inh = SWI/SNF esBAF complex inhibition; mouse ES cells, Bmi1-luciferase knock-in reporter, 24 h; 100% = twice the neutral-well signal; reporter increase, % at 12.5 µM; actives 2% (n = 350,000); AID 602393; in the data active = activation above about 40%;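 also: 0% = median of the plate's neutral control wells and 100% = double that signal; a rise in the Bmi1 reporter signal indicates esBAF inhibition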
S100A4 inh HTS = inhibitors of human S100A4 binding to myosin IIA peptide | S100A4/TAMRA-MyoIIA peptide fluorescence polarization | inhibition, % at 10.7 µM | actives 0.14% (n = 360,000) | AID 652163;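 active = mean inhibition of at least 70% across replicates, with every replicate also reaching that level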
Target sequence (P26447 whole entry, looked up): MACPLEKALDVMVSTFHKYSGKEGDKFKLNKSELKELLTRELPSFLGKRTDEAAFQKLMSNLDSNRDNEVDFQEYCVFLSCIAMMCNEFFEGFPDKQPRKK
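Test system: S100A4 monomer protein; Medium: HEPES pH 7.2 with CaCl2, KCl, NaCl, DTT, Triton; Probe or stimulus: TAMRA-labelled myosin IIA heavy-chain peptide probe, 5 nM; Doses: one dose per compound; Times: polarization read 5 min after assay mix addition, stable 5–60 min; Benchmarks: neutral control DMSO, positive control TFP.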
E-sel inducer = induces E-selectin expression in human endothelial cells. P16581. HUVEC E-selectin immunofluorescence imaging; normalized: neutral wells 0, TNF-alpha wells 100. activation, % at 7.58 µM. actives 0.37% (n = 260,000). AID 686992;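 active = mean E-selectin-positive cell signal at least 10% of the positive control, reached in at least 60% of replicates, without over 20% cell loss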;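 also: in these data hits start at about 27%; measured in HUVEC primary endothelial cells; signal is the percent of cells scored E-selectin positive by PE staining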
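Assay system: HUVEC primary endothelial cells. Input: 3,000 HUVEC seeded per well. Doses: one compound dose added by pin transfer. Read-out basis: % PE-positive cells. Benchmarks: TNF-alpha high, DMSO low. Detection: immunofluorescence imaging. Buffer or medium: EGM-2, gelatin.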
ERp5 inh = ERp5 (human) disulfide isomerase inhibition; Q15084; ERp5 insulin aggregation, absorbance 650 nm, 90 min; inhibition, % at 9.99 µM; actives 0.05% (n = 350,000);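 active = mean replicate inhibition above about 25%, with every replicate also reaching it, limit read from the data, passing the limit was not always enough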
Target sequence (Q15084 whole entry, looked up): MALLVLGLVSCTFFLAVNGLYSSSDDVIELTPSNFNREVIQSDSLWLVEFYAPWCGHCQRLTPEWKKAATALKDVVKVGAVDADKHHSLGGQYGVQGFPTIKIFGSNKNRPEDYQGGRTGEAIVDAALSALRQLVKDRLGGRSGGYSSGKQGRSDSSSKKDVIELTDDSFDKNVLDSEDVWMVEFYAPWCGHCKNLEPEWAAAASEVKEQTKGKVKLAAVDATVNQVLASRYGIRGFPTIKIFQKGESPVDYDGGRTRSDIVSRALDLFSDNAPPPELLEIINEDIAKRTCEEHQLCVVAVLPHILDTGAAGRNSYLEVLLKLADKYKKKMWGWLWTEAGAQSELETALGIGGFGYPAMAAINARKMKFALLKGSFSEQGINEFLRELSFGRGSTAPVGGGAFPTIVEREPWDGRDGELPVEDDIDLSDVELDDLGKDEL
RAD54 branch = blocks human RAD54 Holliday junction branch migration | inhibition, % at 10.4 µM | AID 602329 | Q92698 | FAM/BHQ fluorescence | actives 0.14% (n = 360,000);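 active = mean normalized replicate activity at least 40 and at least half of replicates scoring 40 or more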;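 also: 0% = median of neutral control wells and 100% = median of positive control wells; inhibitors cause a drop in the FAM fluorescence signal; in these data hits start at about 50%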
RAD52 anneal inh = blocks human RAD52 DNA annealing. recombinant RAD52 DNA annealing, FRET fluorescence. P43351. actives 0.46% (n = 360,000). inhibition, % at 18.7 µM. AID 651710;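 active = every replicate showing at least 50% inhibition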
Target sequence (P43351 whole entry, looked up): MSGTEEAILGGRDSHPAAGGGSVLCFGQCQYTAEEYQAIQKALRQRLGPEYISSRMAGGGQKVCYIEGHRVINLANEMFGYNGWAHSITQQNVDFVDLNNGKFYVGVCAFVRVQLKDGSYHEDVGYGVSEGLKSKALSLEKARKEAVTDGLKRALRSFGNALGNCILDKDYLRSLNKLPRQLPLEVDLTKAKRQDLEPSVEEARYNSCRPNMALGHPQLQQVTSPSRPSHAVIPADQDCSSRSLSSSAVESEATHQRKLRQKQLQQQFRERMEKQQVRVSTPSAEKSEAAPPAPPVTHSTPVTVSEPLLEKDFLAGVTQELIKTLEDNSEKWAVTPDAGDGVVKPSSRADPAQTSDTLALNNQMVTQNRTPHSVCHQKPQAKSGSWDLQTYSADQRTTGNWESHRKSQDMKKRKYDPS
ERAP1 inh = ERAP1 (human) enzyme inhibition; recombinant ERAP1, Leu-AMC fluorescence, 60 min; inhibition, % at 10.7 µM; actives 0.15% (n = 340,000); AID 652197;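 active = mean replicate inhibition of at least 30%, or all replicates individually reaching that 30% level; inactive = mean below 30% and not every replicate reaching it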;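 also: 0% = neutral control wells and 100% = L-leucinethiol positive control wells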
Active calls of the source: *; . = no result given; & = joins results of further samples.

1) Cc1noc(C)c1S(=O)(=O)N(C)C[C@H]1Oc2ccc(NC(=O)Nc3cccc4ccccc34)cc2CC(=O)N([C@H](C)CO)C[C@H]1C
2) COc1ccc(/C=C(\NC(=O)c2ccc([N+](=O)[O-])cc2)C(=O)N2CCOCC2)cc1
3) Cc1nn(Cc2nnc(SCC(=O)Nc3ccc(Cl)cc3)n2C)c(C)c1[N+](=O)[O-]
4) COc1ccc(CNC(=O)[C@H](C)NC(=O)C2CCN(C(=O)[C@@H](N)Cc3ccccc3)CC2)cc1
5) CCCC(=O)N(Cc1cc2cc(OC)ccc2[nH]c1=O)c1ccc(OC)cc1
assay / compound,1,2,3,4,5
XiGFP reactiv,0.2,0.0,0.4,.,0.3
esBAF inh,0,-9,.,-3,-4
S100A4 inh HTS,-20,5,0,-4,7
E-sel inducer,0.1,-0.2,20,.,0.0
ERp5 inh,-5,5,-1,0,-3
RAD54 branch,2,.,-2,-7,-1
RAD52 anneal inh,-10,-13,-1,-12,-11
ERAP1 inh,0,-2,0,7,16

6) CNC[C@@H]1Oc2c(NS(C)(=O)=O)cccc2C(=O)N([C@H](C)CO)C[C@@H]1C
7) CC(=O)NC[C@H]1[C@@H](c2ccc(C#CC(C)C)cc2)[C@@H](CO)N1C(=O)C1CC1
8) O=C(NCCO)c1cccc(-c2cnc3c(Nc4cccc(OC(F)(F)C(F)F)c4)nccn23)c1
9) Cc1ccc(C)c(S(=O)(=O)N2CCC3(CC2)OCCO3)c1
10) C[C@@H]1CN([C@@H](C)CO)C(=O)c2cc(NC(=O)Cn3cnnn3)ccc2O[C@@H]1CN(C)C
assay / compound,6,7,8,9,10
XiGFP reactiv,0.8,0.0,0.0,0.0,-1.3
esBAF inh,3,.,71*,.,-7
S100A4 inh HTS,1,3,6,-4,-5
E-sel inducer,-7.7,0.1,0.4,0.1,.
ERp5 inh,0,-6,-3,4,-4
RAD54 branch,-2,.,7,5,-10
RAD52 anneal inh,3,-18,-47,-11,-28
ERAP1 inh,5,1,-3,-1,0

11) COc1ccc(Cl)c2c1[nH]c1nc(SCc3ccccn3)nnc12
12) O=C(C1CCC1)N1C[C@H]2[C@@H](c3ccccc31)[C@H](CO)N2C(=O)Nc1cccc(F)c1
13) Cc1ccc(C(=O)NCC(=O)NCC(c2cccs2)N2CCOCC2)cc1 (configuration not stated)
14) Cc1cc(C)n2nc(C(=O)OCC(=O)NCc3ccc(Cl)cc3)nc2n1
15) O=C(CNS(=O)(=O)c1cccc(F)c1)OCC(=O)N1CCCC1=O
assay / compound,11,12,13,14,15
XiGFP reactiv,0.1,0.0,0.2,0.0,0.1
esBAF inh,.,-2,2,0,-5
S100A4 inh HTS,-3,-1,-3,-5,-1
E-sel inducer,2.0,0.3,-0.7,-0.2,0.6
ERp5 inh,1,-3,2,1,-2
RAD54 branch,.,-5,0,0,-2
RAD52 anneal inh,-29,-4,-13,-22,-1
ERAP1 inh,6,-2,2,-1,3

16) O=C(OCC(=O)N1CCc2ccccc21)c1ccccc1[N+](=O)[O-]
17) C/C=C/c1ccc([C@@H]2[C@@H](CN(C)C(=O)NC3CCCC3)N(C(C)=O)[C@H]2CO)cc1
18) COc1cc(/C=N/NC(N)=O)ccc1OCC(=O)Nc1cc(C)c(C)cc1Br
19) CC(C)c1cccc(C(C)C)c1Nc1cn[nH]c1
20) COc1cccc(C(=O)Nc2ccc3c(c2)OC[C@H](C)N(CCc2ccccc2)C[C@@H](C)[C@@H](OC)CN(C)C3=O)c1
assay / compound,16,17,18,19,20
XiGFP reactiv,0.1,0.0,0.1,0.0,0.0&0.1
esBAF inh,-37,-1,.,3,6
S100A4 inh HTS,-4,.,0,0,-1&2
E-sel inducer,-0.8,0.0,.,-0.2,0.1&-1.9
ERp5 inh,-6,.,-2,8,-4&-4
RAD54 branch,0,-2,.,0,-11
RAD52 anneal inh,-8,.,-5,-1,-14&-9
ERAP1 inh,-1,.,-2,9,1

21) Cc1ccc(NC(=O)CCNC(=O)c2ccc(Br)cc2)cc1S(=O)(=O)N1CCOCC1
22) O=C(/C=C/c1ccccc1)Nc1ccc(S(=O)(=O)N2CCOCC2)cc1
23) COc1ccccc1NC(=O)COC(=O)CNC(=O)C1CCCCC1
24) O=C(COC(=O)c1ccc(Br)o1)Nc1ccc2c(c1)OCCO2
25) Cn1c(C(=O)NN)cc2cc(OCc3ccccc3)ccc21
assay / compound,21,22,23,24,25
XiGFP reactiv,0.3,-0.1,0.0,-0.1,0.0
esBAF inh,-8,.,.,2,4
S100A4 inh HTS,-1,-16,-3,0,-2
E-sel inducer,1.0,0.1,0.0,.,.
ERp5 inh,-4,3,-4,3,2
RAD54 branch,1,-15,.,16,-10
RAD52 anneal inh,-4,-6,-6,-21,-9
ERAP1 inh,-1,0,1,0,.

26) O=S(=O)(c1ccc(Cl)cc1)c1nc(-c2ccco2)oc1N1CCCCC1
27) O=C(CSc1nc2ccc([N+](=O)[O-])cc2s1)NC1CCS(=O)(=O)C1 (configuration not stated)
28) C[C@H]1CCCCO[C@H](CN(C)Cc2ccc(C(F)(F)F)cc2)[C@@H](C)CN([C@@H](C)CO)C(=O)c2cc(NS(=O)(=O)c3ccc(F)cc3)ccc2O1
29) O=C1CCC([N+](=O)[O-])C(c2ccccc2Br)N1 (configuration not stated)
30) CC=Cc1ccc2n(c1=O)C[C@H]1[C@H](CO)[C@@H](C(=O)NCc3ccc(F)cc3)N(Cc3cncnc3)[C@@H]21 (mixture of isomers)
assay / compound,26,27,28,29,30
XiGFP reactiv,0.0,0.6,0.7,0.1,0.0
esBAF inh,-6,.,-6,-7,0
S100A4 inh HTS,4,-6,-4,0,0
E-sel inducer,0.2,8.1,-0.2,.,-0.6
ERp5 inh,0,4,-3,3,1
RAD54 branch,-10,.,0,-2,-6
RAD52 anneal inh,-19,-13,-18,-6,-19
ERAP1 inh,-2,2,0,0,-4

31) CCOc1ccc(CCNC(=O)CN2C(=O)NC3(CCCCC3)C2=O)cc1OCC
32) O=C1NC[C@H](CCCCN2CCN(CCC3CCCCC3)C(=O)C2=O)N(CCc2ccccc2)C1=O
33) CNC(=O)CN1C(=O)COc2ccc(S(=O)(=O)N3CCCCCC3)cc21
34) C/C(=N\NC(=O)CNc1cccc(Cl)c1C)c1cccs1
35) CN1CCN(c2ccc(CNS(=O)(=O)Cc3cccc(C(F)(F)F)c3)cc2)CC1
assay / compound,31,32,33,34,35
XiGFP reactiv,0.2,-0.1,0.0,0.1,-0.1
esBAF inh,0,.,6,0,.
S100A4 inh HTS,-3,0,-7,-10,2
E-sel inducer,.,0.3,.,.,-0.4
ERp5 inh,-2,2,.,7,-4
RAD54 branch,0,.,-8,-4,1
RAD52 anneal inh,8,-3,-31,-7,26
ERAP1 inh,7,-6,-4,-9,-1

36) CN1C(CC(=O)c2ccccc2)CCCC1CC(O)c1ccccc1 (configuration not stated)
37) COc1ccc(CCNC(=O)COc2ccc3c(C)cc(=O)oc3c2)cc1OC
38) Cc1c(Cl)cccc1NS(=O)(=O)c1cn(C)c(=O)n(C)c1=O
39) Cc1ccc(/C=N/n2c(-c3cccnc3)n[nH]c2=S)o1
40) COc1ccc([N+](=O)[O-])cc1NC(=S)NC(C)=O
assay / compound,36,37,38,39,40
XiGFP reactiv,.,-0.1,-0.3,0.1,0.1
esBAF inh,7,-10,-9,.,.
S100A4 inh HTS,-14,-1,4,-1,-7
E-sel inducer,.,1.2,0.0,.,2.3
ERp5 inh,-3,1,4,-4,-3
RAD54 branch,4,1,-12,2,.
RAD52 anneal inh,-6,-8,-6,-14,-4
ERAP1 inh,-1,-5,-3,.,0

41) COc1cc(/C=N/NC(=O)c2cc3c(ccc4ccccc43)o2)cc(OC)c1O
42) COc1ccc(NC(=O)C2C(c3ccccc3)C2(Cl)Cl)cc1 (configuration not stated)
43) COc1ccc(O)c(C(=O)CC(=O)c2cccnc2)c1
44) O=C(NCC(c1cccs1)N1CCOCC1)c1cc(-c2ccccn2)nc2ccccc12 (configuration not stated)
45) C[C@@H]1CN([C@H](C)CO)C(=O)c2cc(NS(=O)(=O)c3ccccc3)ccc2O[C@@H](C)CCCCO[C@H]1CN(C)S(=O)(=O)c1ccc(Cl)cc1
assay / compound,41,42,43,44,45
XiGFP reactiv,-0.1,0.3,-0.1,0.0,0.2
esBAF inh,5,.,20,.,.
S100A4 inh HTS,-3,1,-2,-2,6
E-sel inducer,0.5,0.4,-0.6,7.6,-0.1
ERp5 inh,.,-3,1,7,2
RAD54 branch,-14,.,12,-13,.
RAD52 anneal inh,-7,-12,7,-6,11
ERAP1 inh,0,3,-4,-2,-1

46) C=CCn1c2ccccc2c2nnc(SCCN3CCCCC3)nc21
47) Cc1noc(C)c1S(=O)(=O)Nc1cccc2c1O[C@H](CN(C)CC1CCCCC1)[C@H](C)CN([C@@H](C)CO)C2=O
48) Cc1cc(OCC(=O)NCC(c2ccc(F)cc2)N2CCOCC2)ccc1Cl (configuration not stated)
49) CCCCCn1c(=S)[nH]c2cc(C(=O)N3CCN(C(=O)OCC)CC3)ccc2c1=O
50) COc1ccc(CCNC(=O)COC(=O)c2ccc(C)s2)cc1OC
assay / compound,46,47,48,49,50
XiGFP reactiv,0.3,-0.7,-0.1,0.0,0.5
esBAF inh,-8,1,-1,-6,-3
S100A4 inh HTS,1,-2,-2,-3,-1
E-sel inducer,.,-2.5,.,.,-0.2
ERp5 inh,23,-2,-7,-5,-3
RAD54 branch,23,-6,-1,2,-5
RAD52 anneal inh,17,-16,-17,-8,3
ERAP1 inh,-2,0,0,2,1

51) O=C(NCCC1=CCCCC1)C1CCC(CNc2nc(=S)[nH]c3ccccc23)CC1 (configuration not stated)
52) Cc1cc(NC(=O)CSc2ncnc3sc(C)c(C)c23)no1
53) O=S(=O)(NCCc1ccccc1)c1ccc(-n2cnnn2)cc1
54) Cn1c(=O)c2c([nH]c(=S)n2CCCc2ccccc2)n(C)c1=O
55) CCc1cc(C(=O)N2CCCC(C(=O)c3ccc(Oc4ccccc4)cc3)C2)n(C)n1 (configuration not stated)
assay / compound,51,52,53,54,55
XiGFP reactiv,0.0,0.1,0.1,0.0,0.1
esBAF inh,1,1,-1,-4,4
S100A4 inh HTS,1,3,-1,4,12
E-sel inducer,-0.7,0.7,0.3,-0.1,-0.2
ERp5 inh,2,-5,1,0,-3
RAD54 branch,4,4,-12,-2,0
RAD52 anneal inh,-6,-12,-6,-10,-3
ERAP1 inh,3,-1,-3,22,-7

56) C=C1CCN([C@@H](CC(C)C)C(=O)NCCCc2ccccc2)S(=O)(=O)c2ccccc21
57) CCCC#Cc1ccc2c(c1)O[C@H](CN(C)C(=O)c1ccccn1)[C@@H](C)CN([C@H](C)CO)S2(=O)=O
58) Cc1nn(-c2ccccc2)c2nc(-c3cccs3)cc(C(=O)NN)c12
59) C/C=C/c1ccc([C@H]2[C@@H](CO)N(S(C)(=O)=O)[C@@H]2CN(C)C(=O)CC)cc1
assay / compound,56,57,58,59
XiGFP reactiv,-0.1,-0.1,0.3,0.0
esBAF inh,-9,-17,.,3
S100A4 inh HTS,-4,-1,-1,-2
E-sel inducer,0.0,-0.6,0.0,0.0
ERp5 inh,-1,-7,8,3
RAD54 branch,0,-7,.,-4
RAD52 anneal inh,-10,9,-77,-15
ERAP1 inh,-2,-3,-1,-1

Screening data: PubChem BioAssay, Broad Institute
